# Compound activity: PubChem BioAssay, several laboratories
# STEP block – STEP phosphatase inhibitors, primary screen, biochemical, fluorescence intensity, uHTS; inhibition, % at 20 µM; Tyrosine-protein phosphatase non-receptor type 5 (Homo sapiens), P54829; 360,000 compounds, 0.25% hits; recombinant STEP, OMFP fluorogenic substrate;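 active = inhibition at 20 µM, scaled per plate between control wells, above about 37%, limit read from the data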;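 note: 0% = DMSO with enzyme and substrate and 100% = substrate only without enzyme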
# Target sequence (P54829 whole entry, looked up): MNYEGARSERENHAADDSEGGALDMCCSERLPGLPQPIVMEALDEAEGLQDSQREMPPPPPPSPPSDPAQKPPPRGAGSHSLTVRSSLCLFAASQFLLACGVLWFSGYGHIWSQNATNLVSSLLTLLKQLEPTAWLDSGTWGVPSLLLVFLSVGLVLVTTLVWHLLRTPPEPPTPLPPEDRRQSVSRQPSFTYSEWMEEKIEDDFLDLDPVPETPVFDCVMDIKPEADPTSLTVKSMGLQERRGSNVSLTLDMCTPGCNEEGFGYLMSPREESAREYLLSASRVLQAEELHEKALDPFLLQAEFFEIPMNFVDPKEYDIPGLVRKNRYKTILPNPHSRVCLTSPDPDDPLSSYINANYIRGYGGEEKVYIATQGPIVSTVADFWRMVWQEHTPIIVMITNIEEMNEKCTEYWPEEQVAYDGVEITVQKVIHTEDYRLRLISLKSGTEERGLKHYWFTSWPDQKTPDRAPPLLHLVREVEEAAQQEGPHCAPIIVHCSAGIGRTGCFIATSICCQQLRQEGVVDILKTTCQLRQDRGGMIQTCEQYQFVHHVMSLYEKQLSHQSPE
#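 Material: STEP (striatal-enriched tyrosine phosphatase) enzyme, cell-free; Compound dosing: 20 µM single dose in 1% DMSO; Technique: fluorescence read at 480 nm ex / 540 nm em; Times: reaction 20 min, ambient temperature; Medium: 50 mM Bis-Tris pH 6.0 with 2.5 mM DTT and 0.005% Tween 20; Also added: OMFP at 25 µM.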
# NRP1-CendR mod – modulators of CendR peptide binding to NRP-1, primary screen, biochemical, fluorescence polarization, uHTS; Neuropilin-1 (Homo sapiens), O14786; FAM-RPARPAR peptide binding to NRP-1; inhibition, % at 25 µM; 360,000 compounds, 0.85% hits;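 active = inhibition or corrected inhibition above about 18%, plus a signal ratio from 0.5 to 1.5, limit read from the data, passing the limit was not always enough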; note: strong numbers were not always called active
# TbMetRS inhib – T. brucei MetRS inhibitors, primary screen, biochemical, luminescence | methionyl-tRNA synthetase (Trypanosoma brucei brucei) | purified T. brucei MetRS, ATP depletion, Kinase-Glo luminescence | inhibition, % at 11.9 µM | 360,000 compounds, 0.4% hits;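 active = inhibition above a per-plate cutoff of the control wells' mean inhibition plus 3 SD, cut at about 5.5% in these data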;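 note: 0% = DMSO wells median and 100% = median of wells with control inhibitor compound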
#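 Dosing: 11.9 µM single point; system: parasite MetRS enzyme; technique: luminescence of leftover ATP; times: 15 min enzyme-compound preincubation, 2 h reaction, 10 min detection, 25 °C; replicates: each compound tested once; read-out basis: percent inhibition relative to median high and low control wells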
# MsrA inhibitor – bovine MsrA enzyme inhibitors, primary screen, biochemical, absorbance, HTS. Methionine sulfoxide reductase A (Bos taurus). purified bovine MsrA, absorbance read-out. inhibition, % at 15.5 µM. 360,000 compounds, 0.75% hits. AID 651718, 2012; in the data active = inhibition above about 4.5%;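 note: 0% = vehicle wells with enzyme and 100% = reference inhibitor wells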
# MsrA act – bovine MsrA enzyme activators, primary screen, biochemical, absorbance, HTS; Methionine sulfoxide reductase A (Bos taurus); purified bovine MsrA, absorbance read-out; activation, % at 10.6 µM; 360,000 compounds, 0.3% hits; AID 602163, 2012; in the data active = activation above about 7.5%;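 note: 0% = vehicle and 100% = reference activator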
# E coli Lon inh – inhibitors of E. coli Lon protease, primary screen, biochemical, fluorescence polarization; P0A9M0; 360,000 compounds, 0.42% hits; inhibition, % at 7.94 µM; purified E. coli Lon protease; AID 602123, 2011; in the data active = inhibition above about 13%, passing the limit was not always enough;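 note: 0% = enzyme with probe and DMSO and 100% = no enzyme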
# DNMT1 block – human DNMT1 methyltransferase inhibitors, primary screen, biochemical, molecular beacon, fluorescence, HinP1I cleavage, uHTS; DNA (cytosine-5)-methyltransferase 1 (Homo sapiens), P26358; 360,000 compounds, 0.83% hits; inhibition (reported as % activation of signal), % at 10 µM; in the data active = inhibition above about 50%
# SUMO1 PPI mod – modulators of SUMO1 protein-protein interactions, primary screen, biochemical, uHTS | SUMO1 binding to a labelled peptide, TR-FRET, 1 h | inhibition, % at 20 µM | 360,000 compounds, 0.33% hits | AID 602429, 2012; in the data active = inhibition above about 37%
# Target sequence (P63165 whole entry, looked up): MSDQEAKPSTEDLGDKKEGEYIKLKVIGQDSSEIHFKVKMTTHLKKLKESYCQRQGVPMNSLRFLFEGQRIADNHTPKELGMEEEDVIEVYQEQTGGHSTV
# Scp1 inh – Scp-1 phosphatase inhibitors, primary screen, biochemical, colorimetric, uHTS; Carboxy-terminal domain RNA polymerase II polypeptide A small phosphatase 1 (Homo …; Recombinant Scp1, phosphopeptide, malachite green phosphate absorbance; 340,000 compounds, 0.88% hits; inhibition, % at 20 µM;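 active = inhibition above about 50% at 20 µM, limit read from the data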;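 note: plate controls were DMSO wells with enzyme for no effect and wells lacking enzyme for full effect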
# Target sequence (Q9GZU7 76-261 limits assumed): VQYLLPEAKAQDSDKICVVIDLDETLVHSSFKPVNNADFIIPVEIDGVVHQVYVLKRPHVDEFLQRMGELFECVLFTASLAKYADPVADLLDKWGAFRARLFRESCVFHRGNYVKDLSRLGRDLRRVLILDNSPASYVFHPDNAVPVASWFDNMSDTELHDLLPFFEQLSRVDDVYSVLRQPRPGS
#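 Test system – truncated SCP-1 phosphatase (76-261aa) · Reagent – Phosphorylated 17-residue peptide substrate · Incubation – 45 min room-temperature reaction, 5 min colour, 30 min stabiliser · Detection – colorimetric phosphate reagent with accelerator and stabiliser, absorbance at 630 nm · Measure – % inhibition at 20 µM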
# LMPTP inh – LMPTP phosphatase inhibitors, primary screen, biochemical, fluorescence intensity, uHTS; recombinant LMPTP-A, OMFP fluorogenic substrate; inhibition, % at 20 µM; 360,000 compounds, 0.22% hits;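 active = compounds that cut the enzyme signal by at least half of the control window in the single-dose screen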;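 note: plate controls were DMSO wells with enzyme plus substrate for no effect and substrate without enzyme for full effect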
# Target sequence (P24666 whole entry, looked up): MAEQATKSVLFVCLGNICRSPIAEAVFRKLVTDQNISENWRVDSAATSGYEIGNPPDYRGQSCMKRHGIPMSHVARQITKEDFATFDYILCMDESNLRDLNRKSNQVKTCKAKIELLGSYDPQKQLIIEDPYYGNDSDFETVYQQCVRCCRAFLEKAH
#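 material = LMPTP-A | quantity = 0.625 nM enzyme | reagent = OMFP substrate, 400 µM final | buffer or medium = Bis-Tris pH 6.0, DTT, detergent | detection = endpoint fluorescence intensity from OMFP dephosphorylation | dosing = single 20 µM dose | read-out basis = % inhibition relative to no-enzyme and uninhibited control wells | control set = no-enzyme and uninhibited controls | timing = 50 min at room temperature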
# The depositor's hits bear a star; . = no result given.
# Preview, four compounds:
SMILES,STEP block,NRP1-CendR mod,TbMetRS inhib,MsrA inhibitor,MsrA act,E coli Lon inh,DNMT1 block,SUMO1 PPI mod,Scp1 inh,LMPTP inh
C[C@@H](O)CNC(=O)c1[nH]cnc1C(=O)N[C@H](C)c1ccccc1,3.1,3.8,0.0,-0.8,-0.5,-0.4,-1.2,1.9,.,-2.3
O=C(O)CCNc1ccc2c(c1)OCCO2,1.6,46.5*,-0.8,-1.0,-8.3,3.3,-2.3,-9.5,3.6,1.6
S=c1[nH]nc(-c2ccccc2)n1/N=C/c1ccc(-c2ccccc2Cl)o1,2.7,-20.1,-0.8,0.5,-3.2,-1.9,0.0,29.8,-7.6,3.9
COc1ccc(-c2ocnc2C(=O)N2CCN(C(=O)C(c3ccccc3)c3ccccc3)CC2)cc1,1.9,3.1,-0.6,0.0,-2.2,4.3,-4.8,-2.4,-3.1,0.6

# The whole of this part, repeating the preview:
SMILES,STEP block,NRP1-CendR mod,TbMetRS inhib,MsrA inhibitor,MsrA act,E coli Lon inh,DNMT1 block,SUMO1 PPI mod,Scp1 inh,LMPTP inh
C[C@@H](O)CNC(=O)c1[nH]cnc1C(=O)N[C@H](C)c1ccccc1,3.1,3.8,0.0,-0.8,-0.5,-0.4,-1.2,1.9,.,-2.3
O=C(O)CCNc1ccc2c(c1)OCCO2,1.6,46.5*,-0.8,-1.0,-8.3,3.3,-2.3,-9.5,3.6,1.6
S=c1[nH]nc(-c2ccccc2)n1/N=C/c1ccc(-c2ccccc2Cl)o1,2.7,-20.1,-0.8,0.5,-3.2,-1.9,0.0,29.8,-7.6,3.9
COc1ccc(-c2ocnc2C(=O)N2CCN(C(=O)C(c3ccccc3)c3ccccc3)CC2)cc1,1.9,3.1,-0.6,0.0,-2.2,4.3,-4.8,-2.4,-3.1,0.6
COC(=O)NC(NC(=S)Nc1ccc([N+](=O)[O-])cc1)C(Cl)(Cl)Cl (centres undefined),-3.3,6.0,0.0,0.8,-1.4,3.2,-12.3,-11.2,-13.9,-0.7
CCCNc1sc(S(=O)(=O)CCC)nc1S(=O)(=O)c1ccc(C)cc1,0.4,8.0,-0.2,2.5,-1.8,-7.5,-3.2,-1.2,-3.4,0.6
CCc1ccc(NC(=O)CCn2nc(C)c(S(=O)(=O)N3CCCCC3)c2C)cc1,-5.0,23.8*,-0.1,0.3,-3.7,-10.4,1.2,1.7,-3.8,0.8
Cc1ccc(S(=O)(=O)N(CC(=O)NCCSc2ccccn2)c2cc(C)cc(C)c2)cc1,-1.6,7.9,-1.1,0.4,-1.5,2.8,0.5,1.2,-11.2,0.2
CCn1cc(C(=O)NCCCOC)c2cc(OC)c(OC)cc2c1=O,0.1,5.4,-0.6,1.1,-1.2,-0.9,-2.8,1.9,-5.0,-0.1
COCCNC(=O)C(OC(=O)CC1Sc2ccccc2NC1=O)c1ccncc1 (centres undefined),-3.1,9.6,-0.9,0.5,-3.3,-4.7,0.1,-2.9,-3.0,-0.2
CC(Nc1ccc(F)cc1F)C(=O)NC(=O)NC1CCCCC1 (centres undefined),9.1,12.0,-0.3,1.5,4.4,-5.4,1.7,-1.9,-5.3,0.4
O=C(NCCS(=O)(=O)c1ccc(Br)cc1)c1ccccc1,-2.1,10.0,-0.3,0.2,-6.7,7.3,2.7,-1.8,0.4,-2.6
COCC(C)n1c(C)cc(C(=O)COC(=O)c2nc3nc(C)cc(C)n3n2)c1C (centres undefined),1.1,-10.7,0.0,0.7,0.5,-8.0,-5.0,3.2,-4.6,1.0
NC(=O)c1nn(-c2ccc(Oc3ccccc3)cc2)c(=O)cc1O,0.9,1.5,-0.7,1.4,-2.5,2.0,6.0,-2.6,0.4,0.1
CCN(CC)C(=O)C(c1ccccc1)S(=O)(=O)N1CCOCC1 (centres undefined),-2.2,-5.6,-0.1,-0.5,-12.5,-3.0,1.9,5.8,.,0.2
COc1cccc(CNCC(=O)NC(=O)NC2CCCC2)c1,-2.1,7.7,-0.2,1.7,-1.6,-10.9,-3.6,19.2,-6.7,-2.9
c1ccc(CNc2ncn[nH]2)cc1,-3.5,2.4,-0.3,0.6,-6.2,11.8,-4.7,3.0,.,0.2
CCOc1ccc(S(=O)(=O)N2c3ccccc3CC2C)cc1 (centres undefined),1.4,0.5,-0.8,1.3,-4.1,7.0,-4.3,2.3,-12.1,3.2
COc1cc(NS(=O)(=O)c2ccc(NC(=O)c3cccs3)cc2)nc(OC)n1,-2.6,-8.0,0.4,0.1,-1.8,-6.2,3.0,8.0,-15.2,0.7
Nc1nc(Cl)nc2c1ncn2[C@H]1C[C@H](O)[C@@H](CO)O1,-0.7,6.1,-1.1,-1.2,-3.2,-3.4,3.8,-0.1,-0.7,-0.4
CCc1nccn1S(=O)(=O)c1cc(OC)c(Cl)cc1OC,5.3,-1.8,-0.7,-0.2,-4.4,2.6,1.8,0.5,-2.7,-2.7
N#CCCn1nc(-c2ccccc2)c2ccccc2c1=O,1.0,-2.3,-0.8,0.6,-3.8,1.6,-1.6,1.8,-3.7,1.3
C#CCNC(=O)C1=C[C@H](C2CC2)C[C@H](OCCCCO)O1,1.4,-2.5,-0.3,0.3,-4.5,10.6,1.6,2.3,-12.4,-1.4
Cc1ccc(C(=O)COc2ccccc2-c2ccccc2)cc1C,0.1,4.3,-0.3,-0.6,-0.4,5.2,-1.7,-2.0,-20.5,1.1
CC1(C(=O)NCc2ccccc2)CN(S(C)(=O)=O)CC(=O)N1CCCN1CCOCC1 (centres undefined),.,11.2,-0.1,-0.2,.,.,.,-2.4,.,-1.4
# Further results.
SMILES,STEP block,NRP1-CendR mod,TbMetRS inhib,MsrA inhibitor,MsrA act,E coli Lon inh,DNMT1 block,SUMO1 PPI mod,Scp1 inh,LMPTP inh
CC(=O)N(CCO)Cc1cc2cc(C)cc(C)c2[nH]c1=O,-4.6,-6.6,-0.6,2.3,1.4,5.5,1.4,-3.3,1.1,-1.0
CC(C)NC(=O)Nc1ccc2c(c1)C(=O)N([C@H](C)CO)C[C@H](C)[C@@H](CN(C)S(=O)(=O)c1ccccc1)OCCCC[C@@H](C)O2,0.4,-1.3,-0.8,-1.0,-3.2,-8.0,7.8,2.0,.,-2.7
O=C(O)CNC(=O)/C=C/c1ccc(Cl)cc1Cl,0.5,9.0,0.2,-0.1,-5.4,-6.4,1.3,-4.7,10.1,-1.1
O=C(NCCc1ccc(Cl)cc1)C1CCN(S(=O)(=O)c2ccc(-n3cnnn3)cc2)CC1,-1.5,-1.8,-0.1,0.1,1.1,5.6,-4.4,2.4,-13.1,-0.2
O=C(c1ccco1)N1CCN(C(=S)Nc2ccccc2Cl)CC1,0.7,2.6,-0.3,-0.3,-4.9,-3.5,0.7,1.6,1.0,2.8
CC(C)C(=O)N1CCC1(C)C(=O)Nc1ccc2[nH]ccc2c1 (centres undefined),-1.7,-7.3,-0.3,.,-2.8,-3.5,5.0,6.8,.,-2.0
Cc1cccc(NC(=O)CSc2ncnc3sc(C)cc23)c1,-1.5,-4.4,-0.4,0.8,-5.7,8.4,-1.9,3.6,-3.6,0.6
O=C1OCCN1C(=O)[C@H]1[C@H](c2ccc(Cl)cc2)C(c2ccc(F)cc2)=NN1c1ccccc1,-5.5,0.2,1.0,0.2,-1.5,-4.3,-9.5,-8.0,-11.8,3.3
Cc1cc(-n2cnnn2)ccc1C(C)C,-2.6,-8.1,-0.7,0.8,-8.7,1.9,2.5,-3.2,-6.7,-0.3
O=C(N/N=C/C1CC2C=CC1C2)c1ccccc1O (centres undefined),1.5,0.4,-0.8,1.4,-8.2,-3.5,0.0,2.8,1.9,1.2
O=C(CN1C(=O)c2ccccc2S1(=O)=O)NC(Nc1ccccc1F)C(Cl)(Cl)Cl (centres undefined),0.8,-2.4,-0.2,0.2,-1.2,-7.5,-6.7,-0.7,-6.9,-0.4
COc1ccc(C2=NOC(C(=O)Nc3cccnc3)C2)cc1OC (centres undefined),0.2,5.0,-0.2,1.8,-3.6,-4.8,-2.3,4.6,-2.0,0.6
Cc1ccc(S(=O)(=O)NC(=O)c2cccc(N(C)C)c2)cc1,-1.8,0.4,-0.2,0.6,-1.5,-1.2,3.1,-1.4,0.7,-1.6
O=C(O)CC12CC3CC(C1)CC(n1ncc(NCc4ccccc4Cl)c(Cl)c1=O)(C3)C2,13.6,-16.0,-0.4,0.9,-3.9,0.1,3.9,-9.8,5.8,-2.6
CN(CCNC(=O)C1CC(=O)N(c2ccc(F)c(Cl)c2)C1)Cc1ccccc1 (centres undefined),2.1,0.2,-1.6,-0.3,-7.5,-0.2,0.3,-1.1,0.3,-1.0
CC(=O)c1cccc(NS(=O)(=O)c2c(C(=O)N3CCOCC3)c(C)n(C)c2C)c1,0.3,0.8,0.0,0.7,-2.3,-1.9,-0.2,3.0,-4.0,-0.6
C[C@H](CO)N1C[C@H](C)[C@@H](CN(C)C(=O)Nc2ccccc2)Oc2c(NS(=O)(=O)c3cn(C)cn3)cccc2C1=O,0.7,10.1,-0.3,1.0,-3.5,-0.7,-2.1,7.9,16.6,-0.8
CCOc1ccc(NC(=O)N(CCN(C)C)C(C)c2cccnc2)cc1 (centres undefined),-2.1,-7.2,0.0,-0.8,-3.0,-6.6,1.1,-5.2,-1.8,-5.4
CC(C)c1ccc(NC(=O)C(c2ccccc2)N2CCN(C(=O)c3ccco3)CC2)cc1 (centres undefined),2.0,-1.9,0.5,-1.2,-1.5,0.4,-8.2,2.1,-3.6,2.2
c1ccc(Oc2cc(-n3cccn3)ncn2)cc1,-2.0,-4.2,-0.3,-0.2,-3.5,-5.3,-1.5,1.5,1.1,-2.0
CCOC(=O)C1=C(C)N=c2s/c(=C\c3ccc(OC(C)=O)c(OCC)c3)c(=O)n2C1/C=C/c1ccccc1 (centres undefined),0.1,-26.4,-0.1,-1.0,-3.5,-12.9,-4.8,0.2,3.2,0.6
N#CC1(Nc2ccc3c4c(cccc24)CC3)CCCCC1,-3.6,1.3,-0.6,0.7,-11.6,-79.6,9.2,-2.9,.,-0.5
CC(Sc1nc(N)cc(=O)[nH]1)C(=O)N1CCOCC1 (centres undefined),1.3,0.2,0.3,0.0,-0.6,-2.4,0.5,0.9,-2.3,-1.2
